From PubChem
rad50: NCI yeast anticancer drug screen, S. cerevisiae rad50 strain. % growth inhibition at 50 µM. 79,000 tested, 10% active. AID 155;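 further: 0% = growth of vehicle-only cultures of the same strain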
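Vehicle-treated cultures provide the reference for the growth inhibition reported for compound-exposed, repair-deficient yeast.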
cln2 rad14: NCI yeast anticancer drug screen, S. cerevisiae cln2 rad14 strain; % growth inhibition at 50 µM; 78,000 tested, 8.3% active;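 further: 0% = growth of vehicle-only cultures of the same strain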
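Test compounds were added to cln2 rad14 yeast cultures; inhibition of growth was then determined by comparison with vehicle treatment.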
yeast mlh1 rad18: NCI yeast anticancer drug screen, S. cerevisiae mlh1 rad18 strain | AID 175 | growth inhibition, % at 50 µM | 79,000 tested, 11% active;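 further: 0% = growth of vehicle-only cultures of the same strain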
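Yeast w/ defined DNA-repair lesions; compound exposure; growth vs vehicle controls → % inhibition.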
yeast mec2-1: NCI yeast anticancer drug screen, S. cerevisiae mec2-1 strain | AID 157 | growth inhibition, % at 50 µM | 79,000 tested, 9% active;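 further: 0% = growth of vehicle-only cultures of the same strain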
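Test agents were screened against the mec2-1 yeast strain, with defined DNA repair or cell cycle alteration. Growth was scored as inhibition against vehicle-only controls.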
yeast sgs1 mgt1: NCI yeast anticancer drug screen, S. cerevisiae sgs1 mgt1 strain; growth inhibition, % at 50 µM; AID 161; 78,000 tested, 10% active;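 further: 0% = growth of vehicle-only cultures of the same strain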
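Growth of a repair-deficient yeast mutant was monitored after compound treatment and expressed as inhibition relative to vehicle-treated cultures.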
yeast bub3: NCI yeast anticancer drug screen, S. cerevisiae bub3 mutant strain; 78,000 tested, 9.9% active; AID 167; % growth inhibition at 50 µM;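 further: 0% = growth of vehicle-only cultures of the same strain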
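Part of a panel of yeast mutants defective in DNA damage repair or cell cycle regulation. Each strain is grown with compound, and inhibition is calculated relative to solvent-treated cultures.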
Numbers without * were called inactive. No stated cut-off is given here; in the data, active means growth inhibition above about 70%; inactive means the rest.

no. | Structure | yeast bub3 | rad50 | cln2 rad14 | yeast mec2-1 | yeast mlh1 rad18 | yeast sgs1 mgt1
1 | CCCCNCCCNCCCNC(=O)c1csc(-c2csc(CCNC(=O)C(NC(=O)C(C)C(O)C(C)NC(=O)C(NC(=O)c3nc(C(CC(N)=O)NCC(N)C(N)=O)nc(N)c3C)C(OC3OC(CO)C(O)C(O)C3OC3OC(CO)C(O)C(OC(N)=O)C3O)c3cnc[nH]3)C(C)O)n2)n1 (stereo not drawn) | 94* | 93* | 92* | 94* | 93* | 94*
2 | O=C(O)/C=C/CCC1SCC2NC(=O)NC21 (stereo not drawn) | 87* | 80* | 84* | 84* | 83* | 88*
3 | C=CCNC(=O)N(CCCCC(NC(C)=O)C(=O)NCc1ccccc1)Cc1ccccc1 (stereo not drawn) | 16 | 12 | 12 | 7 | 12 | -13
4 | CN(CC(=O)O)c1ncc2c(n1)C=CCC2 | -36 | -2 | -9 | -16 | -85 | -5
5 | CCCCCCCCCCCCCCCCCC(CCCCCCCCCCCCCCCCC)=NNC(N)=S | 2 | -18 | -15 | -22 | -30 | -10
6 | O=C1CCC2C(O)c3cc4c(cc3C(c3ccc5c(c3)OCO5)N12)OCO4 (stereo not drawn) | 26 | -25 | 1 | 12 | -20 | -28
7 | CCCCSc1nc(NCC)nc(NCC)n1 | 41 | 64 | 27 | 39 | 42 | 67
8 | CC(C)(Oc1ccc(C(=O)c2ccc(Cl)cc2)cc1Cl)C(=O)Nc1c(Cl)cccc1Cl | -35 | -12 | -48 | -32 | -18 | -18
9 | N#CCCn1c(CCC(=O)Nc2ccc(Cl)cc2Cl)n[nH]c1=S | 2 | -8 | 14 | 1 | 2 | -6
10 | Oc1cc(Br)cc2cc(Cl)cnc12 | 83* | 84* | 80* | 85* | 76* | 80*
11 | CC#C[I+]c1ccccc1 | -11 | -3 | -7 | -1 | -5 | -10
12 | CCCCCCCCCCCCCCCCS(=O)(=O)N/N=C/c1ccc(Cl)cc1Cl | 2 | -18 | -38 | -8 | -16 | -2
13 | CC(NC(=O)CNC(=O)CNC(=O)CNC(=O)CN)C(=O)O (stereo not drawn) | -14 | -27 | -11 | -31 | -32 | -9
14 | Cc1ccc(C2(O)CC(c3ccc([N+](=O)[O-])o3)=NN2C(=O)COc2ccc(Cl)cc2)cc1 (stereo not drawn) | 38 | 6 | 70* | 52 | 34 | 53
15 | Oc1cc2ccccc2cc1O | 96* | 96* | 92* | 86* | 96* | 94*
16 | CC(=O)OC1CCC2(C)C3CCC4(C)C(C(C)CCCC(C)C)CCC4C3CC(=O)C23CC13 (stereo not drawn) | -6 | 32 | 7 | -4 | 18 | 13
17 | CCCCOC(=O)CCOCCC(=O)OCCCC | -12 | -12 | -89 | 0 | -15 | 0
18 | C/C(=N\NC(=S)N1CCCCCC1)c1ccccn1 | 92* | 91* | 90* | 93* | 92* | 92*
19 | O=C(OCC=C1CCCC1)c1cc([N+](=O)[O-])cc([N+](=O)[O-])c1 | 6 | 4 | -6 | -15 | 24 | 3
20 | CON(C)S(=O)c1ccc([N+](=O)[O-])cc1 (stereo not drawn) | -6 | 30 | -16 | 19 | 22 | 5

Exported with values under each structure: seven of the compounds above
Values in the order: yeast bub3	rad50	cln2 rad14	yeast mec2-1	yeast mlh1 rad18	yeast sgs1 mgt1
8: CC(C)(Oc1ccc(C(=O)c2ccc(Cl)cc2)cc1Cl)C(=O)Nc1c(Cl)cccc1Cl
  -35	-12	-48	-32	-18	-18
9: N#CCCn1c(CCC(=O)Nc2ccc(Cl)cc2Cl)n[nH]c1=S
  2	-8	14	1	2	-6
10: Oc1cc(Br)cc2cc(Cl)cnc12
  83*	84*	80*	85*	76*	80*
11: CC#C[I+]c1ccccc1
  -11	-3	-7	-1	-5	-10
12: CCCCCCCCCCCCCCCCS(=O)(=O)N/N=C/c1ccc(Cl)cc1Cl
  2	-18	-38	-8	-16	-2
13: CC(NC(=O)CNC(=O)CNC(=O)CNC(=O)CN)C(=O)O (stereo not drawn)
  -14	-27	-11	-31	-32	-9
14: Cc1ccc(C2(O)CC(c3ccc([N+](=O)[O-])o3)=NN2C(=O)COc2ccc(Cl)cc2)cc1 (stereo not drawn)
  38	6	70*	52	34	53

Other compounds follow:
no. | Structure | yeast bub3 | rad50 | cln2 rad14 | yeast mec2-1 | yeast mlh1 rad18 | yeast sgs1 mgt1
21 | O=C(Nc1ccccc1)c1nccc2ccccc12 | 9 | 1 | -17 | 13 | -4 | -6
22 | C=C(Br)CN(CC)CC | 0 | -17 | 12 | -16 | -4 | -6
23 | C[C@@]12CCC(=O)c3coc(c31)C(=O)c1cc3c(cc12)C(=O)C=CC3=O | 92* | 92* | 91* | 93* | 92* | 93*
24 | CC1CCN(CCC(=O)c2ccc([N+](=O)[O-])cc2)CC1 | 90* | 64 | 31 | 14 | 40 | 69
25 | CCNC1CC(n2cc(C)c(=O)[nH]c2=O)OC1CO (stereo not drawn) | -5 | -20 | -4 | -19 | -31 | -11
26 | c1ccc(C(=C2C(=C(c3ccccc3)c3ccccc3)c3nc4ccccc4nc32)c2ccccc2)cc1 | -1 | 27 | 17 | 9 | 8 | 7
27 | O=C(NCCCCCCNC(=O)OCOC(=O)NCCCCCCNC(=O)Nc1ccc(SCCO)cc1)Nc1ccc(SCCO)cc1 | 27 | 16 | 21 | 12 | -37 | 16
